MCF10A rerep: induces DNA re-replication in MCF 10a normal breast cells. Potency, µM (titrated, usually from 46.1 µM), for the others: at the highest dose activity, positive = re-replication, usual class: activators. actives 2.9% (n = 350,000). MCF 10A DNA re-replication, Hoechst nuclear intensity, 48 h; also: % of control where 0% means no effect; nearly all actives have a fitted effect of over 50% in size
S2 tox: cell viability loss in ATXN counter-screen; actives 0.49% (n = 400,000); AID 651635; Potency, µM (highest dose often 56.7 µM), most hits filed as cytotoxic; S2 cells (HEK-293 line with an ATXN2-luciferase reporter) viability, CellTiter-Fluor protease fluorescence, 24 h; also: nearly all actives have a fitted effect of over 40% in size
EPAC2 antag: blocks human EPAC2 exchange factor | Q8WZA2 | EPAC2 GEF exchange of Rap1B-BODIPY-GDP, fluorescence | Potency, µM (series often up to 114 µM), for the others: at the top dose activity, negative = inhibition, actives largely listed as inhibitors | actives 0.18% (n = 360,000); also: % is scaled to controls: 0 for no effect and ±100 for the full control effect; nearly all actives have a fitted effect of over 45% in size; many of its hits are not listed in these tables
Target sequence (Q8WZA2 whole entry, looked up): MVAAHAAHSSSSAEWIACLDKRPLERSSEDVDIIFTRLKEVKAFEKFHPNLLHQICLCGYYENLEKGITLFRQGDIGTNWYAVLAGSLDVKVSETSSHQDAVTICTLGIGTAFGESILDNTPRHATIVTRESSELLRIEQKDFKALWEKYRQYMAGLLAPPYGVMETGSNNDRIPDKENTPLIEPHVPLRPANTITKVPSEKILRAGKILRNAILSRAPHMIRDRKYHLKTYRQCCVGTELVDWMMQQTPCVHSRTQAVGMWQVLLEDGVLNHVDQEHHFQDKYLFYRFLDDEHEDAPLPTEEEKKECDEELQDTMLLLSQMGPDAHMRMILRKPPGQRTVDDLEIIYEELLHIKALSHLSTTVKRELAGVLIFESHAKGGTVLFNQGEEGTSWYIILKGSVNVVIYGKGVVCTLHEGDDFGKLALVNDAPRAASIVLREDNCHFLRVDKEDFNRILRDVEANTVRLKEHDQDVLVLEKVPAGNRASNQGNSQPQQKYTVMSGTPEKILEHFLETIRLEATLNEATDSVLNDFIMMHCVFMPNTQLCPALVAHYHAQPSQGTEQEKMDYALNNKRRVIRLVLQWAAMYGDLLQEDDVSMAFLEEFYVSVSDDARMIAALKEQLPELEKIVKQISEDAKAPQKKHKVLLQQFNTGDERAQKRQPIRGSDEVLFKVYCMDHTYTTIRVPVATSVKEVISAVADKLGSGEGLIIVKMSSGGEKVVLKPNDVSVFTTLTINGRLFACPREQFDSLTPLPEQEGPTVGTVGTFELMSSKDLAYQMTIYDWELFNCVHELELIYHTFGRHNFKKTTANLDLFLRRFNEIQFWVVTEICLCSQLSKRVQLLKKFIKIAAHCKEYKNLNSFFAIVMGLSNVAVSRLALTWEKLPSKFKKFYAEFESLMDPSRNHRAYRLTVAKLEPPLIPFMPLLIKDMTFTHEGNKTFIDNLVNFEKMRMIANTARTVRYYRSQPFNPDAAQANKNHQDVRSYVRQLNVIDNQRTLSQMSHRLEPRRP
Nrf2 block: Nrf2 pathway inhibition | A549 ARE-Fluc reporter, luciferase luminescence, 18-24 h | Potency, µM (series often up to 46 µM), without a hit: top-dose activity change, negative = inhibition, usual class: inhibitors | actives 2.1% (n = 360,000); also: % is scaled to controls: 0 for no effect and ±100 for the full control effect; nearly all actives have a fitted effect of over 60% in size
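Cells were seeded and rested 2 h, then exposed to compounds for 18-24 h. CellTiter-Fluor was read first as a viability measure. BugLite was added 15 min before the final luminescent read of ARE-luciferase activity in A549 cells.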
Nrf2 activator: Nrf2 pathway activation; AREc32 ARE-luciferase reporter (MCF7-derived line), luminescence, 24 h; AID 624171; actives 0.31% (n = 410,000); Potency, µM (series often up to 46.1 µM), for the others: at the top dose activation, most hits filed as activators; also: % of control where 0% means no effect; nearly all actives have a fitted effect of over 65% in size
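Cells of the AREc32 ARE-luciferase line are plated in OPTI-MEM containing 5% FBS and left overnight at 37 deg C. Compounds are pinned in, incubation continues 24 hr, and firefly luciferase signal is then measured.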
HepG2 tox: kills HepG2 cells in TGF-b inhibitor counter-screen; HepG2 CAGA-GFP viability, ATP luminescence, 18 h; Potency, µM (highest dose often 46.1 µM), for inactives: at the top dose activity change, negative = cytotoxicity, usual class: cytotoxic; actives 0.76% (n = 410,000); AID 588856; also: some results filed as inactive show a strong effect at the top dose
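HepG2 CAGA-GFP cells (1000/well, DMEM with 1% FBS) received compound, then TGF-beta at 500 pg/mL final, and were incubated 18 hours at 37 degrees C. Viability was read by CellTiter-Glo luminescence. Media-only wells were set as complete cell-killing and DMSO as no toxicity.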
TGFb inhibitor: TGF-b pathway inhibition | actives 1.2% (n = 410,000) | HepG2 CAGA-GFP TGF-b/SMAD3 reporter, GFP fluorescence, 18 h; TGF-beta stimulated, 500 pg/mL final | Potency, µM (highest dose often 46.1 µM), for inactives: at the top dose activity, negative = inhibition, usual class: inhibitors; also: % is scaled to controls: 0 for no effect and ±100 for the full control effect; nearly all actives have a fitted effect of over 65% in size
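HEPG2 CAGA-GFP reporter cells (1000/well, DMEM with 1% FBS) received compounds, then recombinant TGF-beta at 500 pg/mL final for 18 hours at 37 degrees C. Per-cell GFP summed per well was normalised to unstimulated and stimulated DMSO controls before curve fitting.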
A549 viability: kills or reduces viability of A549 cells in Nrf2 counter-screen; AID 504648; Potency, µM (titrated, usually from 46 µM), inactives show at the highest dose activity change, negative = cytotoxicity, actives largely listed as inhibitors; actives 0.16% (n = 390,000); A549 ARE-Fluc cells, CellTiter-Fluor viability, 18-24 h; also: % is scaled to controls: 0 for no effect and ±100 for the full control effect
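Cytotoxicity counterscreen: CellTiter-Fluor fluorescence was measured in A549 ARE_Fluc cells after 18-24 h of compound exposure in a concentration series. The subsequent BugLite luminescent read reports ARE-luciferase activity.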
ATXN2 expr inh: ATXN2 expression inhibition; actives 0.72% (n = 360,000); HEK-293 ATXN2-luciferase reporter, luminescence, 24 h; Potency, µM (doses to about 57 µM), without a hit: top-dose activity change, negative = inhibition, usual class: inhibitors; also: % is scaled to controls: 0 for no effect and ±100 for the full control effect; nearly all actives have a fitted effect of over 55% in size
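qHTS (up to 57 uM final) was run with 24 h compound exposure of reporter cells at 37 °C. Each well was multiplexed: SteadyGlo luminescence measured ATXN2-luciferase expression after a fluorogenic Gly-Phe-AFC viability readout (25 uM final).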
Starred values were filed as active, the others as inactive; i = inactive; ? = inconclusive; · = not tested or not shown; [ ] = dose if it differs, or a comment. Calls follow the shape of the dose curve; as a rule, active = well fitted curve in the direction sought with a large enough effect; inconclusive = small, poorly fitted or top-dose-only effect, or another doubt; inactive = no such curve, though single readings can be large; an effect the other way counts as inactive or inconclusive. Potency is read from the fitted curve at half-maximal effect. An excerpt; rates above refer to the full screens.

SMILES | A549 viability | Nrf2 activator | MCF10A rerep | S2 tox | TGFb inhibitor | HepG2 tox | EPAC2 antag | ATXN2 expr inh | Nrf2 block
Cc1ccc(NC(=O)Cn2nc(C)c3ccccc3c2=O)cc1 | -3% | -1.0% | -2% | i | 2% | -2% | 13% | 2% | -6%
CC(CC(=O)Nc1ccc(S(=O)(=O)N2CCOCC2)cc1)c1ccccc1 (centres undefined) | 0% | 0.0% | 9% | i | -1% | 3% | -5% | 10% | ?
CC(=O)Nc1ccc2c(c1)n(C)c(=O)n2C | 3%[1.84 µM] | -0.1% | -3% | i | -4% | 2% | -1% | 20% | 5%
CCSc1ncc(Cl)c(C(=O)Nc2c(C(=O)Nc3ccccc3)oc3ccccc23)n1 | -12% | -0.1% | · | · | · | -20% | · | · | -12%
Cc1ccc2c(c1)cc1c(=O)n(CC(=O)NCCN3CCCC3)nc(C)n12 | -5% | -0.1% | ? | i | 7% | 2% | 1% | · | 15%
Cc1cc(C(=O)NNC(=S)NCC(C)C)cs1 | 1% | 0.3% | 1% | i | 0% | -4% | -5% | 5% | 9%
Cc1cccc(C(=O)OC(C)CN2CCOCC2)c1 (centres undefined) | 6% | 1.9% | -6% | i | 15% | 9% | 17% | 26% | ?
C=CCNC(=O)COC(=O)c1nc2nccc(C)n2n1 | 2% | -0.8% | 0% | i | 2% | 2% | 5% | -38% | 10%
S=C(NC1CCCC1)N1CCN(C/C=C/c2ccccc2)CC1 | ? | 3.9% | 0% | i | -21% | -22% | -7% | -36% | ?
COc1ccccc1Cn1ccn(Cc2c(F)cccc2Cl)c(=O)c1=O | ? | -0.1% | · | · | ? | -23% | · | · | ?
O=C(O)c1ccc(COc2ccc3c(c2)CCC3)cc1 | -2% | -1.2% | -15% | i | 13% | 8% | -2% | 17% | ?
Cc1cn2c(=O)cc(COc3ccc(NC(=O)c4cccc(F)c4)cc3)nc2s1 | -5% | -0.5% | · | i | 0% | -40% | · | -10% | 1%
C#CCN(C[C@H]1[C@H](OC(=O)Nc2c(C)noc2C)[C@H](OC(=O)Nc2c(C)noc2C)C[C@@H](C(=O)OC)[C@H]1C(=O)OC)S(=O)(=O)c1ccc(C)cc1 | · | -0.1% | · | i | -4% | -14% | -3% | 9% | ·
Cc1ccc(-c2c[n+](Cc3ccc(Cl)c(Cl)c3)c3n2CCC3)cc1 | -3% | 3.2% | ? | i | ? | 3% | 0% | -22% | -13%
N#Cc1ccccc1OCC(=O)NC1CCCCC1 | 0% | 0.3% | 4% | i | 22% | 3% | -6% | 38% | ?
NC(=O)c1cc(C(=O)c2ccc(Cl)cc2)c[nH]1 | 1% | 22% | 25% | i | -17% | -25% | 9% | -2% | -6%
CCCCC(=O)Nc1ccc2oc(-c3cccnc3)nc2c1 | -2% | 2.4% | 9% | i | -16% | 2% | 7% | 2% | -17%
CCOC(=O)c1c(-c2cccc([N+](=O)[O-])c2)csc1NC(=O)CCCOc1ccccc1 | -5% | -0.5% | -10% | i | -3% | 4% | -5% | -6% | 9%
O=C(O)C1=NN(c2cc(Cl)c(S(=O)(=O)O)cc2Cl)C(=O)C1 | 3% | -1.1% | 1% | i | 15% | -10% | 10% | 3% | 6%
O=S(=O)(c1ccc2c(c1)OCCO2)N1CCN(Cc2ccccc2)CC1 | 1% | 0.1% | 3% | i | 6% | -1% | 5%[57.1 µM] | -3% | 8%
CCC/C(=C1/c2ccccc2C(=O)N1c1ccccc1)c1ccc2c(c1)OCO2 | -2% | -0.1% | -26% | i | -31% | -18% | ? | 4% | -7%
CCCCNC(=O)Cc1cc(=O)[nH]c(=O)[nH]1 | -2% | 0.1% | 0% | i | 1% | -13% | -2% | 0% | 9%
CN1CCN(CC(O)COCc2ccc3c(c2)OCO3)CC1 (centres undefined) | 7% | 0.1% | 21µM* | i | 3% | -4% | -3% | -4% | 1%
Cc1cc(/C=N/Nc2ncnc(N)c2[N+](=O)[O-])c(C)n1-c1ccccc1 | -16% | -2.4% | 6% | ? | -16% | -31% | 6% | ? | ?
COc1ccc(C(=O)OCC(=O)Nc2ccc(OC(F)F)cc2)c(OC)c1 | 0% | 0.4% | 0% | i | -5% | -16% | -14% | -1% | 4%
Cc1oc(-c2cccc(Br)c2)nc1Cn1c(=O)cc(-c2ccccc2)c2c(C)nn(C)c21 | 5% | 0.2% | · | i | -22% | -14% | · | 7% | ?
COc1ccc(NC(=O)N2CCc3ccccc3C2)c(OC)c1 | -7% | 2.8% | -10% | i | -1% | -24% | 0% | 22% | 15%
Cc1ccc(-c2csc(=S)n2CC(=O)OCC(=O)NC(C)C(C)C)cc1 (centres undefined) | -3% | 3.1% | ? | i | ? | -27% | -2% | 2% | -23%
O=C(CN(c1cccc(C(F)(F)F)c1)S(=O)(=O)c1ccccc1)N1CCOCC1 | -2% | -0.4% | 4% | i | 0% | -2% | -3% | -3% | -14%
CCOC(=O)c1sc2nc(SC)nc(-c3ccc(Cl)cc3)c2c1N | -7% | -0.7% | 12% | i | -9% | -4% | -2% | -11% | 1%
COc1cc(NC(=O)Nc2nnc([C@@H]3C[C@H](O)[C@@H](CO)O3)s2)cc(OC)c1OC | · | -0.2% | · | i | 1% | 7% | 18% | 8% | ·
CCOc1ccccc1NC(=O)CN1C(=O)COc2ccc(S(=O)(=O)N3CCCCC3)cc21 | -11% | 3.0% | · | · | -19% | -4% | · | · | 16%
O=C(Cn1nnc(-c2ccccc2Cl)n1)N1CCN(S(=O)(=O)c2ccc(Cl)cc2)CC1 | -11% | 0.7% | 2% | i | -1% | -1% | -6% | -12% | -27%
O=C(CN1CCCCCC1)Nc1ccc(Br)cc1Br | 0% | -0.5% | ? | i | -7% | -26% | 5% | 47%[activator] | ?
O=C(NC(=O)c1ccccc1)NC(=O)c1ccccc1 | -8% | 5.4% | -3% | i | -8% | 10% | -5% | -11% | ·
c1ccc(CCNc2ccc3nncn3n2)cc1 | -1% | -0.9% | -2% | i | 0% | -10% | 3% | -2% | ?
Cc1cccc(C(=O)Nc2cc3c(cc2C)n(C)c(=O)n3C)c1 | 4% | 12% | · | · | 32%[activator] | -4% | · | · | ·
COc1ccccc1NC(=O)c1ccc(SCC(=O)NCc2ccccc2Cl)c([N+](=O)[O-])c1 | -1% | 0.0% | 12% | i | 2% | -27% | 22% | -23% | ?
CC1CCN(C(=O)COC(=O)c2c[nH]c3ccccc23)CC1 | -18% | 0.7% | -3% | i | 5% | -6% | -10% | 0% | ?
Cc1ccccc1NC(=O)c1cccc2c1C(=O)N(C1CCCCC1)C2 | -4% | -0.7% | -5% | i | 1% | -7% | 4% | 7% | 5%
CC(C)OC(=O)c1ccc(NC(=O)CSc2nc3ncccc3[nH]2)cc1 | -7% | 0.0% | ? | i | -21% | -9% | -4% | -8% | ?
Cc1ccc(-c2ccc(=O)n(CCC(=O)NCCc3ccccc3)n2)cc1 | 9% | 3.5% | · | i | -3% | -27% | · | 12% | ·
Cc1ccccc1SCC(=O)OCC(=O)NCc1ccccc1 | -5% | -0.3% | -2% | i | 0% | -4% | -15% | 9% | 1%
Cc1cc(=O)oc(C)c1C(=O)Nc1ccc2ncccc2c1 | 11% | 2.6% | 7% | i | -8% | 9% | 23% | 7% | ?
COc1cccc(CN(C(=O)c2ccc([N+](=O)[O-])cc2)C2CCS(=O)(=O)C2)c1 (centres undefined) | 4% | 0.6% | 17% | i | -2% | -1% | 5% | 8% | 11%
O=C1c2oc3ccccc3c(=O)c2C(c2ccc(O)cc2)N1c1nccs1 (centres undefined) | -5% | 1.0% | -4% | i | -2% | -14% | 17% | · | 1%
COc1cc(OC)cc(C(=O)NNC(=S)NC(=O)c2cccnc2)c1 | -2% | 0.5% | 1% | · | 10% | -2% | -1% | · | 9%
Cc1cc(=O)c2cc(C(=O)Nc3ccccc3)ccc2[nH]1 | 11% | -0.1% | · | i | 35%[activator] | 6% | · | -21% | -23%
O=C(NCCN1CCOCC1)c1cccc(Cl)c1 | -4% | -0.4% | -3% | i | -1% | 0% | 10% | -11% | 7%
CCOC(=O)C(C)Sc1nnc(NC(=O)c2ccc(C)c([N+](=O)[O-])c2)s1 (centres undefined) | -4% | -0.1% | ? | ? | -20% | 11% | 1% | 1% | 10%
Cc1cc(CN2CCCC(CO)(Cc3cccc(Cl)c3)C2)n[nH]1 (centres undefined) | 5% | 0.6% | 12% | i | -7% | -16% | 0% | -14% | -7%
CC(C)(C)c1cc(CCC(=O)N2CCC2)cc(C(C)(C)C)c1O | 5% | -0.5% | 1% | i | -10% | -1% | -9% | 5% | 7%
Cn1nnnc1SCC(=O)NC1CCCC1 | -3% | 1.8% | 2% | i | 7% | 17% | 8% | 22% | ?
CCOC(=O)C(C(=O)Cc1ccccc1)c1ccccc1 (centres undefined) | -1% | -0.2% | -9% | i | 0% | -1% | -21% | 3% | 1%
O=S(=O)(c1cccc(-c2n[nH]c(=S)n2-c2ccccc2Cl)c1)N1CCOCC1 | -3% | 3.4% | -2% | i | -4% | -16% | 0% | 22% | ?
CCCSCCCNC(=O)c1ccc(Cn2c(=O)c3cccn3c3cccnc32)cc1 | 0% | -0.5% | · | · | -10% | -7% | · | · | -7%
Cc1cc(Nc2cccc(C)c2C)n2cnnc2n1 | -1% | 3.4% | · | · | -4% | -9% | · | · | ?
O=S(=O)(NCCS(=O)(=O)N1CCN(c2ccc(F)cc2)CC1)c1ccc(F)cc1 | · | 0.5% | · | i | 9% | 5% | 5% | · | ·

Only Nrf2 activator, for some of the entries so far:
canonical_smiles | Nrf2 activator
Cn1nnnc1SCC(=O)NC1CCCC1 | 1.8%
COc1cc(OC)cc(C(=O)NNC(=S)NC(=O)c2cccnc2)c1 | 0.5%

Screening data: PubChem, National Center for Advancing Translational Sciences (NCATS)
